Screening data from PubChem BioAssay.
SR-BI DiI inh – mouse SR-BI HDL lipid transfer inhibition; ldlA[mSR-BI] CHO cells, DiI-HDL uptake fluorescence, 3 h; inhibition, % at 12.5 µM; actives 0.96% (n = 320,000);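 active = mean replicate inhibition of at least 70% and a set share of replicates each scoring 70 or more; inconclusive = meets just one of the two criteria; inactive = fails both criteria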;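 note: 0% = median of neutral control wells and 100% = median of positive control wells; values of inactives mirror those of a sister screen read the other way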
PvdQ acylase – blocks Pseudomonas aeruginosa PvdQ acylase activity; purified PvdQ acylase, fluorescence plate reader; inhibition, % at 10 µM; actives 0.063% (n = 340,000); AID 488965; in the data active = inhibition above about 30%, passing the limit was not always enough; inconclusive = no clear call, values can overlap the other calls;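 note: 0% = vehicle neutral wells and 100% = reference inhibitor wells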
CDK5 p35 inh – inhibitors of human CDK5/p35 kinase | Q00535+Q15078 | Recombinant CDK5/p35, ADP-Glo luminescence, 60 min | inhibition, % at 10 µM | actives 0.01% (n = 330,000) | AID 488839;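 active = highest replicate inhibition of at least 50% and at least 75% of replicates reaching 50%; inconclusive = only one of the two criteria met; inactive = both criteria failed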;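 note: plate controls were DMSO neutral control for no effect and GW8510 at 10 µM for full effect; many of its hits are not listed in these tables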
V-ATPase pH – yeast V-ATPase proton transport regulation by pHLuorin. S. cerevisiae, pHLuorin cytosolic pH fluorescence. actives 0.37% (n = 350,000). response, % at 10 µM. AID 504577; in the data active = response mostly above about 7.3%, no sharp cut-off; inactive = mostly below about 5.4%; note: actives read high; inactives centre near 0; some compounds called inactive have numbers as strong as hits; reference of the scale not given here
NSD2 inh – NSD2 (human) methyltransferase inhibition; NSD2 peptide methylation, AlphaScreen, 120 min; actives 0.54% (n = 310,000); inhibition, % at 12.5 µM; in the data active = inhibition above about 50%
Target sequence (O96028 whole entry, looked up): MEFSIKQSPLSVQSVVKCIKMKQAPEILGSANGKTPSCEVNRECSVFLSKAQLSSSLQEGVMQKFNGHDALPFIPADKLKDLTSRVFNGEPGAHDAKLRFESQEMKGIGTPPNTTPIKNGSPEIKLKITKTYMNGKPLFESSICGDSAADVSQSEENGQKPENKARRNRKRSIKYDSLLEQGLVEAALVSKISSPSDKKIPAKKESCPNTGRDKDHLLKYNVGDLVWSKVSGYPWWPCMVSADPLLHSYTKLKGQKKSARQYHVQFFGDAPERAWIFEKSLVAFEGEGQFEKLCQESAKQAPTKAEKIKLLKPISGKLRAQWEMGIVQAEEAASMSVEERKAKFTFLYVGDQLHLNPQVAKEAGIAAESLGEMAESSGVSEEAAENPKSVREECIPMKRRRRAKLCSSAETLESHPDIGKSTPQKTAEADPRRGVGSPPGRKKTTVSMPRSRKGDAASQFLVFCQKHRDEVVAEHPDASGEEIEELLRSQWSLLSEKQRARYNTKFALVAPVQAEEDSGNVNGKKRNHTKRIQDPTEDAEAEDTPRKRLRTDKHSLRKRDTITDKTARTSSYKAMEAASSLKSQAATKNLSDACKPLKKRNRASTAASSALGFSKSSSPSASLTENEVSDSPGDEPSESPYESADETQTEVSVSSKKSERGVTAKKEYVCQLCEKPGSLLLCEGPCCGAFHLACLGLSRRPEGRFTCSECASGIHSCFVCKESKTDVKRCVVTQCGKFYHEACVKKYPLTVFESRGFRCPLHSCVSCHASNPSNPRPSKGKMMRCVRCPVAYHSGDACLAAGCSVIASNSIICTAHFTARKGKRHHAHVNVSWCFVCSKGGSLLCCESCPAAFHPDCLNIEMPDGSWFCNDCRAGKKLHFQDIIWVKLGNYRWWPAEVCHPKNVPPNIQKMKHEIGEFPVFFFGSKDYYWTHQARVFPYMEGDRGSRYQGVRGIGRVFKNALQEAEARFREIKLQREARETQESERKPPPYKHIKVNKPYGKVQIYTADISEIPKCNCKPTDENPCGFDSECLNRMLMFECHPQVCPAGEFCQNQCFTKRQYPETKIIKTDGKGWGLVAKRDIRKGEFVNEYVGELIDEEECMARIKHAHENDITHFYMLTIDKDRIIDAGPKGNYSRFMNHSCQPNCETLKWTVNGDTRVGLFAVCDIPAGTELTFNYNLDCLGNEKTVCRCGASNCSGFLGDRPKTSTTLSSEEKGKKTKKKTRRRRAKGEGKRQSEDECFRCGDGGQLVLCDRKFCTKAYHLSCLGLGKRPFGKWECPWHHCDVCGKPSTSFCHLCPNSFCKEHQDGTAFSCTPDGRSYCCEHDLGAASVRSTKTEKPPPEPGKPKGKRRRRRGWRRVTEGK
dFosB activator – enhances mouse delta FosB homodimer DNA binding; actives 0.99% (n = 340,000); P13346; activation, % at 25 µM; purified delta FosB, TAMRA-CDK5 oligo fluorescence polarization; percent of positive-control signal above neutral wells; AID 493131;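 active = mean activation above about 17%, with every replicate also reaching it, limit read from the data, passing the limit was not always enough; inconclusive = only one of the two conditions met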;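 note: fluorescence polarization rise as delta FosB binds a TAMRA Cdk5 AP-1 oligo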
HTR5A ag – activates human HTR5A in OPRM1-OPRD1 agonist counter-screen; P47898; HTR5A agonist assay, luminescence, cell-based; activation, % at 9.3 µM; actives 0.61% (n = 340,000); in the data active = activation mostly above about 9.5%, no sharp cut-off; inactive = mostly below about 7.6%;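 note: 0% = cells with vehicle only and 100% = reference agonist; strong numbers were not always called active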
Wnt act – activators of Wnt/beta-catenin signaling | Wnt/beta-catenin reporter cell assay, activator, plate reader | activation, % at 9.35 µM | actives 1.2% (n = 300,000) | AID 743398; in the data active = activation above about 30%, passing the limit was not always enough; inconclusive = no clear call, values can overlap the other calls;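 note: 0% = neutral control wells and 100% = positive control wells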
MITF TRPM1 HTS – increases MITF-driven TRPM1 promoter luciferase signal | actives 0.75% (n = 300,000) | SK-MEL-5 TRPM1-promoter luciferase, 24 h; % of positive control, neutral wells = 0 | activation, % at 12.5 µM;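 active = mean activation of at least 80% with every replicate also reaching 80%; inconclusive = mean reaches 80% but some replicate falls short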;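 note: 0% = neutral control wells and 100% = parthenolide positive control wells; values of inactives mirror those of a sister screen read the other way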
HTR5A inv ag – counter-screen for OPRM1-OPRD1 inverse agonists: human HTR5A inverse agonism; inhibition, % at 9.3 µM; P47898; HTR5A cell line, luminescence; actives 0.083% (n = 340,000); in the data active = inhibition mostly above about 23%, no sharp cut-off; inactive = mostly below about 18%;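 note: 0% = cells with DMSO and 100% = no-cell wells with DMSO; some compounds called inactive have numbers as strong as hits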
* hit, by the source's call; ? = inconclusive; . = not tested or not shown.

SMILES	SR-BI DiI inh	PvdQ acylase	CDK5 p35 inh	V-ATPase pH	NSD2 inh	dFosB activator	HTR5A ag	Wnt act	MITF TRPM1 HTS	HTR5A inv ag
CCN(CCNC(=O)CC1Oc2ccccc2NC1=O)c1ccccc1 (centres undefined)	24	-10	-4.1	-1	.	-9	3	2	-1	-8
O=C(c1ccco1)N1CCN(CC2CC3C=CC2C3)CC1 (centres undefined)	-7	-18	-2.3	0	.	7	-3	-3	13	8
CC(Oc1ccc(Cl)cc1Cl)C(=O)N(C)c1ccccc1 (centres undefined)	-26	-16	-0.6	0	-3	7	3	.	-19	-19
O=C(NCCCCCc1nc2ccccc2[nH]1)c1ccccc1Cl	0	7	-0.4	0	.	-2	5	-2	5	-22
Cc1ccc(-n2nc3c(=O)n(CCCC(=O)NCCc4ccccc4)nc(C)c3c2C)cc1	-6	-6	0.1	2	5	-5	-4	-3	-18	-17
Cc1nc(C)c(C(=O)OCC(=O)N2CCN(c3ccccc3)CC2)s1	18	-7	0.3	-4	-1	1	0	-5	.	1
OCC1(CCOc2ccccc2)CCN(Cc2cn[nH]c2-c2ccc(F)cc2)CC1	-8	-5	1.1	1	0	-6	4	-1	4	-11
Cc1ccc(O)c(Cn2nnc3ccccc32)c1	-1	-10	0.7	-2	.	6	2	-1	1	-13
COc1cccc(N2CCN(C(=O)NC3CCCCC3)CC2)c1	-4	2	-1.5	-1	0	2	6	.	3	-21
COc1ccc(NC(=O)CN(C)C(=O)c2cn(-c3ccccc3)nc2-c2cccnc2)cc1	-2	-6	-5.8	1	0	-12	0	-3	2	0
O=C(O)COc1ccccc1/C=N/NC(=O)c1ccc(F)cc1	-8	-14	-3.9	3	-3	-3	5	0	-5	-19
O=C(O)C(O)(c1ccccc1)C(O)c1ccccc1 (centres undefined)	-26	6	1.4	-2	-4	-2	2	-1	0	-3
CCc1ccc(-c2csc(NC(=O)C3CCCO3)c2C(=O)OC(C)C)cc1 (centres undefined)	16	14	0.4	-6	.	-7	4	.	-8	-14
CCNC(=O)CC1C(=O)N(c2ccc(F)cc2)C(=O)N1CCc1sccc1C (centres undefined)	-12	-15	-0.4	-1	-5	-4	-2	-4	-12	4
CC1CCN(CCNC(=O)CCS(=O)(=O)c2ccc(Br)cc2)CC1	.	-6	3.0	0	.	0	4	-1	-3	-9
CC(C)n1nc(C(=O)NCCCN2CCCC2=O)c2ccccc2c1=O	7	-6	1.0	6	24	3	0	-1	1	-3
CN(C)/N=C/C=C1\CC/C(=C\c2ccc(Br)cc2)C1=O	-7	-13	-0.6	3	9	-13	4	-1	19	13
O=c1[nH]c2cc3c(cc2cc1CN(CCO)S(=O)(=O)c1ccccc1Cl)OCCO3	-11	-8	1.2	2	8	0	2	.	-18	-4
O=C(c1ccccc1)N1CCCCCC1	-16	-20	-0.7	0	-2	3	-1	-2	-7	-10
Cc1ccccc1CSc1nncn1N	-1	-18	-1.1	-4	-5	-4	-2	-4	12	9
CC(=O)NC(=S)Nc1ccc(NC(=O)COc2ccc(Cl)cc2Cl)cc1	32	-12	0.0	3	-4	73*	27*	6	5	-33
CC(=O)NC12CC3CC(C1)CC(C(=O)N(C)CC(=O)Nc1ccc(F)c(F)c1F)(C3)C2	-10	-8	-1.7	-2	.	2	14	-1	9	-35
O=C(CN(Cc1ccco1)C(=O)c1cccc(Cl)c1)Nc1c(Cl)cc(Cl)cc1Cl	51	-14	-0.2	1	0	15	-2	-2	.	6
O=c1[nH]c(-c2cccs2)nc2ccccc12	-21	7	3.0	1	-3	-10	2	5	.	-3
Cc1sc(NC(=O)c2ccco2)c(CN2CCN(Cc3ccccc3)CC2)c1C	64	-15	-0.3	-3	-2	-10	3	-2	-5	-7
Continued.
SMILES	SR-BI DiI inh	PvdQ acylase	CDK5 p35 inh	V-ATPase pH	NSD2 inh	dFosB activator	HTR5A ag	Wnt act	MITF TRPM1 HTS	HTR5A inv ag
CC(C)C[C@H](NC(=O)C1(c2ccccc2)CCN(C(=O)OC(C)(C)C)CC1)C(=O)N1CCC[C@H]1C(=O)O	1	-2	0.7	-5	13	-6	1	-1	5	-5
C#CCOCCOCCOCCNc1nc(N2CCOCC2)nc(N2CCN(C(=O)[C@H](CCCCN)n3cc([C@@H](N)CO)nn3)CC2)n1	-31	-13	0.7	-3	.	-3	-2	-1	17	6
Cc1cccc(NC(=O)CCCNC(=O)c2ccc(Cl)cc2)n1	-12	-2	0.6	8	-2	-6	3	0	-1	-9
COc1ccc(CN(CCCN2CCOCC2)C(=O)Nc2cccc(Cl)c2)cc1OC	18	10	0.9	2	-2	-6	-2	.	-1	-19
O=C(CCCN1C(=O)/C(=C/c2cccc(Br)c2)SC1=S)NCCCN1CCOCC1	3	-13	0.4	0	2	-2	2	4	5	-22
Cc1ccc2c(Cl)cc(Cl)c(OCC(=O)OCC(=O)Nc3ccc(C#N)cc3)c2n1	-30	-13	1.2	4	1	6	9	-2	3	-23
Cc1ccc(S(=O)(=O)N(CC(O)CN(C)C)c2ccccc2)cc1 (centres undefined)	-3	-8	0.8	3	1	1	3	-3	-4	1
O=C(NCc1cccc(Br)c1)C1CC(c2ccccc2[N+](=O)[O-])=NO1 (centres undefined)	-3	7	1.3	4	.	-1	1	8	-6	7
CSc1ccccc1C(=O)C1CCCN(C(=O)NC(C)C)C1 (centres undefined)	.	3	-0.4	4	-3	-5	3	-4	-11	17
O=C(c1cc2nc(-c3ccco3)cc(C(F)(F)F)n2n1)N1CCN(c2ccccn2)CC1	.	-18	-0.5	-2	-3	-2	4	.	-9	-40
COc1ccc(S(=O)(=O)N(CC(=O)N2CCN(C)CC2)c2ccc(C)cc2)cc1Br	-8	-9	-0.9	6	2	-9	-1	-1	10	8
COc1ccccc1-c1nc(C(=O)NCC2CCCO2)cc2c1[nH]c1ccccc12 (centres undefined)	65	-9	4.3	0	.	0	-5	.	.	-13
O=C(COc1ccc(Oc2ccccc2)cc1)NCc1cn2ccccc2n1	-16	-4	0.0	-2	1	-13	-2	-2	-35	6
Cc1ccc(S(=O)(=O)N(CC(O)CN2CCCCC2)c2cccc([N+](=O)[O-])c2)cc1 (centres undefined)	.	-1	3.8	-2	3	-2	6	0	8	-13
Cc1cc(C)cc(OCC(=O)Nc2ccc(S(=O)(=O)Nc3ccccn3)cc2)c1	36	3	3.9	-1	1	-11	2	-2	9	-6
CC(=O)c1c(C)[nH]c(C(=O)Nc2ccccn2)c1C	-51	-4	-1.7	9	-4	-9	-2	27	56	-8
Cc1ccc(NC(=O)Cc2nc(CN(C)CC(=O)Nc3ccc(C)cc3)cs2)cc1	1	-6	-0.6	2	2	-13	16	-1	-2	-43
CCn1c(C)nc2cc(S(=O)(=O)N3CCCCC3)ccc21	13	-1	-0.5	-4	-4	4	1	-4	.	-3
CCOC(=O)c1sc(Nc2nc3c(F)cccc3s2)cc1C	53	-7	-5.0	-1	-1	-11	2	.	42	-14
O=c1cc2c(nn1Cc1ccc(F)cc1)-c1ccccc1CC2	-1	5	1.2	7	2	-4	2	-1	-5	-5
CCOC(=O)C(NC(C)=O)(N1CCc2ccccc2C1)C(F)(F)F (centres undefined)	-8	-13	0.3	-2	-2	-1	6	-1	3	-20
Cc1cc(C)c(C(=O)COC(=O)c2ccc(NC(=O)CC#N)cc2)cc1C	75*	-13	1.6	4	1	-12	8	14	7	-21
CSCC[C@H](NC(=O)CCn1nnc2ccccc2c1=O)C(=O)O	-7	-13	-1.2	-3	-3	6	-2	.	.	-5
O=C(c1ccco1)N1N=C(c2ccncc2)CC1(O)C(F)(F)F (centres undefined)	-10	7	1.9	1	29	-1	-13	-2	6	-19
CCCc1cc(-c2[nH]ncc2-c2ccc(C(=O)OCC)o2)c(O)cc1O	?	-1	34	1	2	-8	9	.	-22	-22
Next part.
SMILES	SR-BI DiI inh	PvdQ acylase	CDK5 p35 inh	V-ATPase pH	NSD2 inh	dFosB activator	HTR5A ag	Wnt act	MITF TRPM1 HTS	HTR5A inv ag
S=c1[nH]c(-c2ccc(Br)cc2)cn1CCc1ccccc1	-19	-16	0.5	4	-4	-3	-4	-2	8	3
CC1=NCCN1S(=O)(=O)c1cccc([N+](=O)[O-])c1	-12	-5	-0.1	0	-8	3	1	-5	3	8
CCn1cc(C(=O)OCC(=O)OC2CC(C)CCC2C(C)C)c(=O)c2ccc(C)nc21 (centres undefined)	81*	-13	-0.1	2	7	-6	0	.	.	-5
COc1cccc(NC(=O)CSc2nc3c(oc4ccccc43)c(=O)[nH]2)c1	19	5	-0.7	8	1	4	6	7	7	5
Cc1cc(=O)n2[nH]c(N)c(N=Nc3ccccc3)c2n1	0	4	0.4	0	6	-1	-2	-3	-6	-2
CCOC(=O)N1CCN(c2nc3ccccn3c(=O)c2C=O)CC1	7	31*	-0.4	-1	1	0	5	1	4	-21
CN1CC(=O)Nc2ccc([N+](=O)[O-])cc2C1=O	-42	-9	-0.2	3	-3	-2	1	0	.	-2
O=C(COC(=O)c1ccc(Cl)c(S(=O)(=O)N2CCOCC2)c1)NCc1ccco1	10	-5	-0.6	-2	8	-7	-2	0	13	6
O=C(c1ccncc1)N1CCN(S(=O)(=O)c2ccc(OC(F)(F)F)cc2)CC1	-22	-2	-1.3	-1	-1	3	4	-4	.	-10
Cc1cc(NC(=O)CSc2ncccn2)no1	9	15	2.2	0	2	-5	1	-1	13	-3
Cc1cc(C(=O)N2CCCCCC2)cs1	-12	10	-1.4	0	-9	4	3	.	-7	2
CC1CC(=O)c2cnc(N)nc2C1 (centres undefined)	-15	-5	1.8	1	-2	-4	4	0	-4	-10
COc1ccc(-n2c(SCC(=O)C(C)(C)C)nc3ccsc3c2=O)cc1	-2	10	-0.6	-4	-2	6	0	-4	-3	-3
O=C(CCCOc1ccccc1)Nc1ccncc1	-14	1	0.3	5	-1	6	-6	.	-3	17
Cc1nc(NC(=O)COC(=O)CNC(=O)c2ccco2)c(Cl)cc1Cl	-24	-5	1.3	2	-3	3	2	1	4	-6
CCOC(=O)N1CCN(C(=O)CS(=O)(=O)c2cn(Cc3ccc(F)cc3)c3ccccc23)CC1	22	-14	-0.6	-3	.	-3	1	0	.	-4
CCc1cc(C(=O)OC)c(NC(=O)c2ccoc2C)s1	22	-1	-0.6	5	0	-3	0	1	-2	5
COCCNC(=O)C(c1ccc(C)o1)N(Cc1ccco1)C(=O)c1snc(C(N)=O)c1N (centres undefined)	0	6	-0.9	-3	0	-4	-1	.	-3	10
CC(=O)NC1CCCC(NC(C)=O)C1 (centres undefined)	2	-10	1.2	-1	0	5	0	0	-3	2
CCOc1cc(S(=O)(=O)NCCCN2CCOCC2)c(C)cc1C	2	-6	-1.4	2	-1	-3	-2	-1	-1	5
COc1cccc(C(=O)N(c2ccc(OC)cc2OC)C2C=CS(=O)(=O)C2)c1 (centres undefined)	1	-20	-4.0	2	.	0	5	-3	-4	16

Filtered by structure, the compounds so far containing a tert-butyl group (2)
SMILES	SR-BI DiI inh	PvdQ acylase	CDK5 p35 inh	V-ATPase pH	NSD2 inh	dFosB activator	HTR5A ag	Wnt act	MITF TRPM1 HTS	HTR5A inv ag
CC(C)C[C@H](NC(=O)C1(c2ccccc2)CCN(C(=O)OC(C)(C)C)CC1)C(=O)N1CCC[C@H]1C(=O)O	1	-2	0.7	-5	13	-6	1	-1	5	-5
COc1ccc(-n2c(SCC(=O)C(C)(C)C)nc3ccsc3c2=O)cc1	-2	10	-0.6	-4	-2	6	0	-4	-3	-3
